Screening results from PubChem BioAssay.
VP16 counter: VP16 counterscreen qHTS for inhibitors of ROR gamma transcriptional activity; Drosophila S2 Gal4-VP16 UAS-luciferase, luminescence, 20 h; Potency, µM (series often up to 53.6 µM), without a hit: top-dose activity, negative = inhibition, usual class: inhibitors; 3.5% of 310,000 active; AID 2546, 2010;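 note: Gal4-VP16 expression switched on by copper sulfate through the metallothionein promoter; % is set by controls: 0 for no effect and ±100 for the full control effect; nearly all actives have a fitted effect of over 50% in size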
BRCA1 expr up: qHTS Assay to Identify Small Molecule Activators of BRCA1 Expression; MCF7-BRCA1-FFLuc reporter, luminescence, 48 h; response scale: scaled: vehicle 0%, 10 µM genistein 100%; Potency, µM (doses to about 46.1 µM), inactives show at the top dose activation, most hits filed as activators; 1.1% of 380,000 active; AID 624202, 2012; note: nearly all actives have a fitted effect of over 80% in size; some results filed as inactive show a strong effect at the top dose
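Compounds are tested at multiple concentrations on MCF7 BRCA1-luciferase reporter cells seeded at 2000 per well; after 48 h, a single luminescence end-point is taken and curves fitted to the normalized data.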
p53 reactivator: qHTS assay for re-activators of p53 using a Luc reporter; H1299 p53-A138V BP100-luciferase reporter, luminescence, 24 h; Potency, µM (top dose mostly 92.2 µM), without a hit: at the highest dose activity change, positive = activation, most hits filed as activators; 0.063% of 320,000 active; AID 504706, 2011; note: % of control where 0% means no effect; nearly all actives have a fitted effect of over 45% in size
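H1299 (p53-null), stable ts p53-A138V + BP100-Luc; 1000 cells/well, Opti-MEM/10% FBS; cpd 4 pt, 1:5; 24 h, 37 deg C, 5% CO2; detection reagent 10 min RT; luminescence.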
CXXC DNA block: qHTS Fluorescence Polarization Assay for Inhibitors of MLL CXXC domain - DNA interaction. AID 2662, 2010. Histone-lysine N-methyltransferase 2A (Homo sapiens), Q03164. MLL-CXXC / FITC-HOXA9 DNA fluorescence polarization. 0.037% of 290,000 active. Potency, µM (highest dose often 115 µM), for the others: top-dose activity change, negative = inhibition, actives largely listed as inhibitors; active = well fitted inhibition curve with a large enough effect in the polarisation, with a control signal flat, not every such curve was filed as active; inconclusive = small, poorly fitted or top-dose-only effect, or effect the other way, or a change in a side signal; inactive = no such curve, though single readings can be large or run the other way; the % refers to the polarisation
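Steps: dispense CXXC domain solution (7 uM) → pin compounds or unlabeled HOX-A9 DNA control → 5 min ambient → add FLSN-HOX-A9 solution (50 nM) → spin → 30 min ambient → fluorescence polarization. Tris pH 7.5/NaCl/DTT/BSA buffer.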
NPC1 promoter act: qHTS Assay for NPC1 Promoter Activators. Huh7 NPC1 promoter luciferase reporter, 24 h. Potency, µM (titrated, usually from 9.22 µM), for the others: at the top dose activation, most hits filed as activators. 2.4% of 320,000 active;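 note: % of control where 0% means no effect; nearly all actives have a fitted effect of over 60% in size; reporter is driven by a mutant NPC1 promoter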
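NPC1 promoter–luciferase Huh7 cells; 24 h compound; luminescence.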
RORgamma inh: qHTS for inhibitors of ROR gamma transcriptional activity; Nuclear receptor ROR-gamma (Mus musculus), P51450; Drosophila S2 Gal4-RORgamma UAS-luciferase reporter, 20 h; Potency, µM (titrated, usually from 53.6 µM), inactives show top-dose activity change, negative = inhibition, most hits filed as inhibitors; 5.4% of 310,000 active; note: % is set by controls: 0 for no effect and ±100 for the full control effect; nearly all actives have a fitted effect of over 60% in size
Target sequence (P51450 whole entry, looked up, the tested form may be a part): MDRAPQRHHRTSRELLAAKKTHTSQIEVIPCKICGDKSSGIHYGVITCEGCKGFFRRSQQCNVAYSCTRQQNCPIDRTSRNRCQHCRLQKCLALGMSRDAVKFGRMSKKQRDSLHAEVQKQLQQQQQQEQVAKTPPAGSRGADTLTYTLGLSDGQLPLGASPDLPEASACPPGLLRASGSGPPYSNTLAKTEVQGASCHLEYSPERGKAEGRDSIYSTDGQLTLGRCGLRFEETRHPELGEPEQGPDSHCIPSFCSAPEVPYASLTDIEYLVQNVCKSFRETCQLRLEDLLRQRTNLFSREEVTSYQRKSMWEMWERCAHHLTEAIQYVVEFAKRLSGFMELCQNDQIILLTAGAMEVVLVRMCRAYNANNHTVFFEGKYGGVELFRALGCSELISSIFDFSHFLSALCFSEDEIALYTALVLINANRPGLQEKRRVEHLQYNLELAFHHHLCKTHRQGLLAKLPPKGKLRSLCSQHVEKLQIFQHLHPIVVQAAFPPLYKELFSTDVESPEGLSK
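Luminescence from a UAS-regulated Photinus luciferase reporter in stably transfected Drosophila Schneider cells is measured; decreased signal marks ROR gamma inhibition. Fusion expression is induced by 700 uM copper sulfate for 20 hr.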
MBNL1-CUG inh: qHTS Assay for Inhibitors of MBNL1-poly(CUG) RNA binding | Muscleblind-like protein 1 (Homo sapiens), Q9NR56 | Potency, µM (series often up to 57.5 µM), without a hit: at the highest dose activity change, negative = inhibition, usual class: inhibitors | TR-FRET MBNL1-His/biotin-(CUG)12 binding, 665/545 ratio | 0.036% of 280,000 active; active = well fitted inhibition curve with a large enough effect in the signal ratio, with a control signal flat, not every such curve was filed as active; inconclusive = small, poorly fitted or top-dose-only effect, or effect the other way, or a change in a side signal; inactive = no such curve, though single readings can be large or run the other way; the % refers to the signal ratio; note: % is set by controls: 0 for no effect and ±100 for the full control effect
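MBNL1-His + Biotin-(CUG)12, cpd titration 92 nM–58 uM; Tb anti-His Ab 0.055 ng/ul, SA-XL665 5 nM (final); 60 min RT; ratiometric 665/545 nm, Ex 340 nm; normalized to buffer and full-complex controls.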
FLuc counter: qHTS profiling assay for firefly luciferase inhibitor/activator using purifed enzyme and Km concentrations of substrates (counterscreen for miR-21 project) | Luciferin 4-monooxygenase (Photinus pyralis), P08659 | purified FLuc, Km substrates, luminescence inhibition | Potency, µM (top dose mostly 57.5 µM), for the others: top-dose activity change, negative = inhibition, actives largely listed as inhibitors | 6.9% of 360,000 active | AID 588342, 2011;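 note: plate controls were vehicle for no effect and reference inhibitor for full effect; nearly all actives have a fitted effect of over 55% in size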
Target sequence (P08659 whole entry, looked up): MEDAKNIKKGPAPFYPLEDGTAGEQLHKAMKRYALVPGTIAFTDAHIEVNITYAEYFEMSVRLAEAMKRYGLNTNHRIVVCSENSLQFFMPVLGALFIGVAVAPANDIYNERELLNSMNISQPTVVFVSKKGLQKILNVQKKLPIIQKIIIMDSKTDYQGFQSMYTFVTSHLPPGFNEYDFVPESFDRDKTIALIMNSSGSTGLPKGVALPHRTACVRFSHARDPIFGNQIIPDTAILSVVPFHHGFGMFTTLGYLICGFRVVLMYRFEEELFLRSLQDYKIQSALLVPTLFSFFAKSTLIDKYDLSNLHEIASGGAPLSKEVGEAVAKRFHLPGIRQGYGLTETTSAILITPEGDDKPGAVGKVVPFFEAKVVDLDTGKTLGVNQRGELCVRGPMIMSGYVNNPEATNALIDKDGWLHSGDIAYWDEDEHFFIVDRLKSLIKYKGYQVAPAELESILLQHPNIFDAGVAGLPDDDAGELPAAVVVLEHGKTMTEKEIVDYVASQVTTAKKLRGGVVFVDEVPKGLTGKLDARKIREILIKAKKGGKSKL
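Purified P. pyralis luciferase (10nM final) with 10uM D-luciferin and 10uM ATP (Km levels) in 50mM Tris acetate pH 7.5, 10mM Mg acetate, 0.01% Tween-20, 0.05% BSA; qHTS 6-point titration, ~60 µM downward; luminescence read.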
uPA surface inh: qHTS for Inhibitors of Cell Surface uPA Generation; Potency, µM (titrated, usually from 38.3 µM), inactives show at the highest dose activity change, negative = inhibition, actives largely listed as inhibitors; cell surface uPA generation assay, qHTS; 0.31% of 330,000 active; AID 540303, 2011; active = well fitted inhibition curve with a large enough effect; inconclusive = small, poorly fitted or top-dose-only effect; inactive = no such curve, though single readings can be large or run the other way; tested in mouse RAW 264.7 cells; note: % is set by controls: 0 for no effect and ±100 for the full control effect; nearly all actives have a fitted effect of over 55% in size
Rab9 prom act: qHTS Assay for Rab9 Promoter Activators; Potency, µM (doses to about 9.22 µM), for inactives: top-dose activation, negative = inhibition, actives largely listed as activators; AID 485297, 2010; 2.8% of 320,000 active; Huh7 Rab9 promoter-luciferase reporter, luminescence, 24 h; note: % of control where 0% means no effect; nearly all actives have a fitted effect of over 60% in size
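Cells were plated at 1500 per well in reduced-serum medium with 10% FBS and left 2 h. Compound in DMSO was then added for 24 h at 37 °C. Reporter signal was read by luminescence after 10 min with luciferase detection reagent.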
ELG1 genotox: qHTS screen for small molecules that induce genotoxicity in human embryonic kidney (HEK293T) cells expressing luciferase-tagged ELG1; HEK293T ELG1-luciferase reporter, luminescence, 16 h; Potency, µM (highest dose often 46 µM), inactives show top-dose activity change, positive = activation, hits mostly activators; 1.3% of 330,000 active; AID 504466, 2011; note: % of control where 0% means no effect; nearly all actives have a fitted effect of over 60% in size
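HEK293T cells expressing luciferase-tagged ELG1 were exposed to compound or DMSO vehicle for 16 hr at 37 °C and 5% CO2. Luciferase activity was then measured with ONE-Glo after 30 min at room temperature.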
Active calls of the source: *; ? = inconclusive; · = no result given; [ ] = another dose, or the depositor's remark. Unless noted, calls come from the whole dose curve; as a rule, active = well fitted curve in the direction sought with a large enough effect; inconclusive = small, poorly fitted or top-dose-only effect, or another doubt; inactive = no such curve, though single readings can be large; an effect the other way counts as inactive or inconclusive. Potency is the fitted concentration of half-maximal effect. Only part of the results is shown, so the mix of outcomes need not match the whole.

1. COc1cc(NC(=O)c2ccccc2)c(OC)cc1NC(=O)Cc1ccc(Br)cc1
2. Cc1nc2c3ccccc3nc(SCC(=O)c3ccc(Cl)cc3)n2n1
3. CC(=O)N1CCN(C(=O)CSc2cc(C)c(Br)cc2C)CC1
4. COC(=O)c1cc(CNC(=O)CC(C)c2ccccc2)ccc1OC (stereo not given)
5. O=C(Nc1ccc(F)cc1)Nc1nnc(-c2ccccc2)o1
6. CCc1cc2c(C)ccc(C)c2nc1SCC(=O)Nc1c(C)[nH]c(=O)[nH]c1=O
7. COc1ccc(-n2cc(-c3ccccc3)[nH]c2=S)cc1
8. O=C(COC(=O)c1cnccn1)c1ccc(-c2ccccc2)cc1
entry no.	1	2	3	4	5	6	7	8
VP16 counter	11µM*	?	-15%	7%	8%	?	3.5µM*	·
BRCA1 expr up	-49%	-34%	-8%	-13%	4%	1%	50%	0%
p53 reactivator	·	19%	27%	-2%	9%	2%	?	-1%
CXXC DNA block	101%[activator]	-3%	-1%	7%	4%	88%[activator]	?	·
NPC1 promoter act	0%	0%	21%	-1%	0%	-2%	?	-1%
RORgamma inh	?	?	-1%	11%	-13%	6%	2.2µM*	·
MBNL1-CUG inh	3%	13%	-7%	0%	3%	·	84%[activator]	·
FLuc counter	0%	0%	-16%	0%	4%	4%	-19%	?
uPA surface inh	1%	-4%	52%[activator]	1%	7%	5%	-3%	5%
Rab9 prom act	2%	-13%	?	-2%	3%	1%	?	-5%
ELG1 genotox	6%	-4%	?	-5%	2%	?	8%	2%

9. O=C(Nc1ccc(C(=O)N2CCN(c3ccccc3F)CC2)cc1)C1=CSCCO1
10. COc1ccc(C(=O)COC(=O)c2ccc(OC)c(OC)c2)cc1OC
11. CC1c2nc3ccccc3n2C(CC(=O)NCc2ccccn2)C(=O)N1Cc1ccccc1 (stereo not given)
12. CCCCCn1c(CN2CCN(c3cc(Cl)ccc3C)CC2)nc2c1c(=O)[nH]c(=O)n2C
13. CCCN(CCO)Cc1ccc(Br)cc1
14. Cc1cc(C)nc(SCCC(=O)Nc2ccccc2C)n1
15. COc1ccc([C@H]2CC(=O)C=C(c3ccc(F)nc3)C2)cc1OC
16. COc1ccc(C(=O)NCc2nnc(SCC(=O)c3ccc(F)cc3)n2C)cc1OC
entry no.	9	10	11	12	13	14	15	16
VP16 counter	9%	2%	3%	-10%	-4%	0%	·	·
BRCA1 expr up	13%	-4%	-17%	9%	2%	0%	-6%	-5%
p53 reactivator	12%	-8%	-6%	-12%	1%	-3%	-10%	-3%
CXXC DNA block	9%	5%	-2%	8%	20%	4%	·	·
NPC1 promoter act	0%	-1%	-3%	-2%	-2%	0%	2%	0%
RORgamma inh	18%	-12%	-42%	-15%	8%	-4%	·	·
MBNL1-CUG inh	8%	0%	-3%	-6%	-13%	18%	·	·
FLuc counter	-15%	-1%	3%	8%	2%	-6%	1%	0%
uPA surface inh	16%	-3%	10%	·	5%	4%	-2%	-1%
Rab9 prom act	-4%	-1%	-3%	-5%	-1%	-1%	-1%	10%
ELG1 genotox	0%	5%	3%	-1%	2%	-2%	2%	-1%

17. C/C(=N\NC(=O)COc1ccccc1-c1ccccc1)c1ccc(O)cc1O
18. Cc1ccc(NC(=O)/C(=C/c2cccs2)NC(=O)c2ccco2)c(C)c1
19. OCCNc1c2ccccc2nc2c(F)c(F)c(F)c(F)c12
20. CCOc1ccccc1NC(=O)C1CCCN(S(=O)(=O)c2ccc3c(c2)C(C)(C)C(=O)N3C)C1 (stereo not given)
21. COc1cc2c(c(OC)c1O)C(=O)CO2
22. CC1CCCC(C)N1C(=O)Cn1cc(/C=C2/C(=O)Nc3ccccc32)c2ccccc21 (stereo not given)
23. O=C1CCCN1C(=O)CSc1nnnn1-c1ccccc1
24. O=[N+]([O-])c1cccc(S(=O)(=O)NCCOc2cccc3cccnc23)c1
entry no.	17	18	19	20	21	22	23	24
VP16 counter	?	-12%	7.9µM*	2%	-3%	-1%	·	5%
BRCA1 expr up	-76%	-24%	-57%	-10%	1%	-66%	-14%	-20%
p53 reactivator	8%	-6%	?	8%	1%	3%	4%	11%
CXXC DNA block	-13%	-3%	2%	-2%	-5%	·	·	12%
NPC1 promoter act	-19%	0%	-18%	0%	1%	-2%	1%	-7%
RORgamma inh	0%	0%	10µM*	-4%	37%	12%	·	-25%
MBNL1-CUG inh	-2%	-12%	19%	11%	2%	?	·	?
FLuc counter	1%	4%	-2%	0%	-1%	0%	-2%	-1%
uPA surface inh	?	4%	-19%	-3%	8%	-1%	8%	2%
Rab9 prom act	-16%	1%	-28%	-3%	-3%	-8%	-4%	0%
ELG1 genotox	-8%	1%	-18%	-2%	4%	-10%	0%	-2%

25. CCc1nnc(NC(=O)CSc2nnc(CNc3cccc(Cl)c3)n2CC)s1
26. COC(=O)c1ccccc1NC(=O)CN1C(=O)C2CCCN2c2ncc(Cl)cc21 (stereo not given)
27. O=C(O)c1cc([N+](=O)[O-])ccc1NCc1ccccn1
28. Cn1c(=O)[nH]c(=O)c2c1nc(N1CCCCC1)n2CC(O)COc1ccc([N+](=O)[O-])cc1 (stereo not given)
29. COC(=O)Cn1c(CCS(=O)(=O)c2ccc(Cl)cc2)nc2ccccc21
30. CCOc1ccc(CN2CCN(Cc3c[nH]c4ccccc34)CC2)cc1
31. CC(=O)Nc1nc(-c2ccc3ccccc3c2)cs1
32. CC(NCc1ccc(S(N)(=O)=O)cc1)C(=O)Nc1cccc(Cl)c1 (stereo not given)
entry no.	25	26	27	28	29	30	31	32
VP16 counter	-11%	-12%	·	-13%	4%	-10%	?	-10%
BRCA1 expr up	6%	·	20%	-17%	-29%	-31%	?	14%
p53 reactivator	-9%	1%	20%	1%	13%	-3%	?	-5%
CXXC DNA block	3%	10%	·	-12%	-1%	?	-6%	-4%
NPC1 promoter act	0%	-3%	3%	4%	-3%	0%	0.63µM*	-1%
RORgamma inh	-19%	39%	·	18%	3.5µM*	-8%	-23%	1%
MBNL1-CUG inh	-4%	?	·	?	2%	-1%	0%	-6%
FLuc counter	6%[2.3 µM]	-2%	-3%	-4%	-1%	2%	1.3µM*	-2%
uPA surface inh	-13%	·	3%	17%	-1%	-19%	-5%	-5%
Rab9 prom act	5%	1%	16%	2%	-1%	-4%[1.84 µM]	1.1µM*	-7%
ELG1 genotox	-4%	0%	6%	-4%	-2%	-12%	?	-1%

Excerpt, entries 25 to 27
25. CCc1nnc(NC(=O)CSc2nnc(CNc3cccc(Cl)c3)n2CC)s1
26. COC(=O)c1ccccc1NC(=O)CN1C(=O)C2CCCN2c2ncc(Cl)cc21 (stereo not given)
27. O=C(O)c1cc([N+](=O)[O-])ccc1NCc1ccccn1
entry no.	25	26	27
VP16 counter	-11%	-12%	·
BRCA1 expr up	6%	·	20%
p53 reactivator	-9%	1%	20%
CXXC DNA block	3%	10%	·
NPC1 promoter act	0%	-3%	3%
RORgamma inh	-19%	39%	·
MBNL1-CUG inh	-4%	?	·
FLuc counter	6%[2.3 µM]	-2%	-3%
uPA surface inh	-13%	·	3%
Rab9 prom act	5%	1%	16%
ELG1 genotox	-4%	0%	6%

New compounds follow.
33. CCCN(CCC)C(=O)C1CCC(CNS(=O)(=O)c2cccc3nsnc23)CC1 (stereo not given)
34. Cc1cc(C(=O)NC2CC(C)(C)Cc3c2cnn3-c2ccc(F)cc2)nn1C (stereo not given)
35. COc1cccc2cc(C(=O)C3=C(O)C(=O)N(CCN(C)C)C3c3ccc(Cl)cc3)oc12 (stereo not given)
36. Cc1cccc(NC(=O)C2CCCN(S(=O)(=O)c3ccc4[nH]c(=O)ccc4c3)C2)c1 (stereo not given)
entry no.	33	34	35	36
VP16 counter	2%	18%	-8%	-2%
BRCA1 expr up	6%	15%	-11%	-12%
p53 reactivator	-5%	4%	-4%	·
CXXC DNA block	-19%	2%	-16%	·
NPC1 promoter act	-1%	0%	-3%	-1%
RORgamma inh	-8%	?	16%	4%
MBNL1-CUG inh	?	-2%	44%[activator]	22%
FLuc counter	2%	-3%	0%	1%
uPA surface inh	8%	-4%	11%	1%
Rab9 prom act	-4%	-1%	2%	2%
ELG1 genotox	-4%	3%	1%	-1%
